Screens as filed in PubChem.
Diaph inh CS = diaphorase inhibition or chemical oxidation counter-screen. diaphorase resazurin-to-resorufin fluorescence, NADH, 16 min; bacterial (C. kluyveri) enzyme, not human. inhibition, % at 20 µM. 0.69% of 190,000 active;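 active means primary screen inhibition at 20 µM above a set limit, cut at about 50% in these data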;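 further: plate controls were DMSO with full reaction for no effect and wells lacking NADH for full effect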
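Assay system – diaphorase enzyme from Clostridium kluyveri · Amount – diaphorase 0.14 U/mL (working solution) · Times – reaction incubation of 16 min at room temperature · Controls – No-NADH positive control and DMSO neutral control · Signal – resorufin fluorescence 544/590 nm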
TNAP inh no acc = inhibitors of human TNAP without phosphate acceptor. P05186. purified TNAP, CDP-star luminescence, 30 min. inhibition, % at 20 µM. 0.26% of 200,000 active;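 active means tissue-nonspecific alkaline phosphatase inhibition above about 50% at 20 µM in the single-dose screen, limit read from the data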;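 further: 0% = DMSO negative control and 100% = EDTA positive control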
Target sequence (P05186 whole entry, looked up): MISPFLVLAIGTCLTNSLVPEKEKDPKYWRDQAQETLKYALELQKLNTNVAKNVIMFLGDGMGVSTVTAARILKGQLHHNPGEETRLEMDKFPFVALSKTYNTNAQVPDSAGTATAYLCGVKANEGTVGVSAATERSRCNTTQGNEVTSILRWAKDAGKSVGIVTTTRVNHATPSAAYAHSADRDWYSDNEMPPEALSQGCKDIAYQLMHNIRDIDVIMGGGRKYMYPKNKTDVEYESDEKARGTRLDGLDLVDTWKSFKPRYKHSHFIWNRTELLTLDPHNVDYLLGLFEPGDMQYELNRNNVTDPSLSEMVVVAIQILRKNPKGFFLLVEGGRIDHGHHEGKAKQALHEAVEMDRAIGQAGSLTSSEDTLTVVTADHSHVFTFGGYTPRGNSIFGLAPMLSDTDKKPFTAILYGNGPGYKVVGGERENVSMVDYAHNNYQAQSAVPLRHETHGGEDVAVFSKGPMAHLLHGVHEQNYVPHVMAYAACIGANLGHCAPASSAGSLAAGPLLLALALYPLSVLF
bIAP inhibitor = intestinal alkaline phosphatase (bovine) inhibition | purified bovine IAP, CDP-star luminescence, 30 min | inhibition, % at 20 µM | 190,000 tested, under 10 active | AID 1019;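 active means over 50% inhibition of intestinal alkaline phosphatase at 20 µM in the single-dose screen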
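System: purified bovine intestinal alkaline phosphatase (IAP) enzyme; Input: IAP diluted 1/65,000,000 in the well; Measured by: CDP-star luminescence signal; Compound dosing: 20 µM single dose; Incubation: 30 min reaction at room temperature.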
Lmaj promast = Leishmania major promastigote growth inhibition; Leishmania major promastigotes, resazurin fluorescence viability; inhibition, % at 10 µM; 9% of 200,000 active; in the data active means inhibition above about 50%;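 further: promastigotes grown with compound for 44 hours at 28 °C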
PMI act = activators of human phosphomannose isomerase | P34949 | purified human PMI, coupled resazurin fluorescence, 20 min; hits give high values; 1 = vehicle control, 0 substrate-free wells | activation factor at 20 µM | 0.005% of 190,000 active | AID 1214;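 active means activation factor of 2 or more at 20 µM, relative to plate controls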
TNAP act hi DEA = TNAP (human) activation, high acceptor | P05186 | purified TNAP, CDP-star luminescence, 1 M DEA, 30 min; hits give high values; 0 = EDTA background, 1 = DMSO-only activity | activation factor at 20 µM | 200,000 tested, under 10 active;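 active means activation factor at least 2 at 20 µM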
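Measured by: Luminescent substrate turnover signal | Test system: Human TNAP | Input: TNAP 1/800 final | Dosing: 20 µM single point | Schedule: 30 min, room temperature | Controls: EDTA wells as negative control, DMSO wells as positive control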
PMI act hi M6P = activators of human phosphomannose isomerase at near-saturating mannose 6-phosphate; P34949; coupled PMI enzyme assay, resazurin fluorescence, 20 min; hits give high values; 1 = untreated enzyme, 0 = substrate-free blank; activation factor at 20 µM; 0.34% of 190,000 active;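 active means activation factor of 2 or more at 20 µM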
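Test system: human phosphomannose isomerase with PGI, G6PDH, diaphorase coupling enzymes; amount: 15 ng/mL PMI; incubation: enzyme reaction with compound 20 min at room temperature; technique: resorufin fluorescence (Ex 544/Em 590 nm) from resazurin via diaphorase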
bIAP activator = intestinal alkaline phosphatase (bovine) activation; purified bovine IAP, CDP-star luminescence, 30 min; hits give high values; fold of DMSO-control signal, blank-subtracted; activation factor at 20 µM; 0.17% of 200,000 active;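 active means activation factor of 2 or more at 20 µM, a signal rise over negative controls twice the positive control's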
Diaph act CS = counter-screen for diaphorase-based assays: diaphorase activators and chemical reducers; 0.005% of 190,000 active; activation factor at 20 µM; Diaphorase/resazurin coupled assay, resorufin fluorescence, 16 min; hits give high values; 1 = vehicle wells, 0 = NADH-free wells; AID 1229;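 active means diaphorase activity raised at least twofold by the compound at 20 µM; inactive means activation factor below 2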
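Assay system: bacterial diaphorase enzyme (C. kluyveri) / Input: enzyme 0.07 U/mL final / Medium: 50 mM HEPES pH 7.4 with 4.542 mM MgCl2, 0.005% Tween 20 / Doses: single compound dose of 20 µM, 1% DMSO final / Incubation: 16 min enzyme reaction, ambient temperature / Signal: fluorescence, excitation 544 nm and emission 590 nm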
TNAP inh hi DEA = blocks human TNAP under high phosphate acceptor concentration. AID 1135. inhibition, % at 20 µM. 0.03% of 200,000 active. P05186. purified TNAP, CDP-star luminescence, 1 M DEA;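 active means over 50% inhibition of tissue-nonspecific alkaline phosphatase at 20 µM in the single-dose screen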;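 further: plate controls were DMSO wells for no effect and EDTA-quenched wells as full inhibition for full effect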
The depositor's hits bear a star; · = no result given.

# | mol | Diaph inh CS | TNAP act hi DEA | TNAP inh no acc | Lmaj promast | TNAP inh hi DEA
1 | CCN1c2ccc(S(=O)(=O)N3CCOCC3)cc2N(Cc2ccc(OC)cc2)C1C (centres undefined) | 5 | 1 | -13 | -5 | -2
2 | O=C(Nc1nnc(CCN2CCOCC2)s1)C1CCCCC1 | 8 | 1 | -12 | -4 | -1
3 | CCCC(=O)Nc1nc(C)c(-c2csc(Nc3ccccc3C)n2)s1 | 15 | 1 | -8 | 10 | 2
4 | O=C(NCN1CCN(CCO)CC1)c1cnccn1 | 13 | 1 | -8 | -3 | -4
5 | COc1ccc(NC(=O)c2cc3n(n2)C(C(F)(F)F)CC(c2ccc4c(c2)OCO4)N3)cc1OC (centres undefined) | 25 | 1 | -9 | 23 | -2
6 | Cc1ccc(-c2nc(N=Nc3ccc(O)cc3)n[nH]2)cc1 | 8 | 0.7 | 68* | 18 | 33
7 | COc1cccc(Nc2nc3ccccc3n3cnnc23)c1 | 11 | 1 | 28 | 11 | -1
8 | CC1CC(C)CN(C(=O)CSc2nnc(-c3ccc(Cl)cc3)o2)C1 (centres undefined) | 7 | 1 | -18 | -4 | -4

# | PMI act hi M6P | PMI act | bIAP inhibitor | Diaph act CS | bIAP activator
1 | 0.9 | 0.9 | -20 | 0.9 | 1.2
2 | 1.1 | 1 | -4 | 0.9 | 1
3 | 0.6 | 0.7 | 6 | 0.8 | 0.9
4 | 0.9 | 0.9 | 11 | 0.9 | 0.9
5 | 0.9 | 0.9 | -1 | 0.7 | 1
6 | 1 | 1.1 | -9 | 0.9 | 1.1
7 | 1 | 1.1 | 0 | 0.9 | 1
8 | 1 | 1 | 3 | 0.9 | 1

(continued)
# | mol | Diaph inh CS | TNAP act hi DEA | TNAP inh no acc | Lmaj promast | TNAP inh hi DEA
9 | CCOC(=O)/C(=N\Nc1ccc(Cl)cc1)c1csc(Nc2ccccc2)n1 | 7 | 1.1 | 1 | 8 | -8
10 | Cc1nn(C)c(C)c1C1C(C#N)=C(N)Oc2n[nH]c(C)c21 (centres undefined) | 12 | 1.1 | -9 | 6 | -6
11 | COc1ccc(C(=O)Nc2ccccc2C(=O)N/N=C/c2ccc(O)c(OC)c2)cc1 | 20 | 1 | -1 | 9 | 2
12 | O=C(NCC1CCCO1)c1ccc(/C=N/O)nc1 (centres undefined) | 17 | 1.1 | -12 | -1 | -5
13 | Cc1cc(NC(=O)CSc2ccc3nnc(-c4ccc(Cl)cc4)n3n2)no1 | 5 | 1 | -16 | 14 | -4
14 | CC(=O)N(CC1CCCO1)c1nnc(-c2ccccn2)s1 (centres undefined) | 2 | 1.1 | 0 | -1 | -10
15 | CCc1nnc(NC(=O)Cn2nc(-c3ccc(OC)c(OC)c3)ccc2=O)s1 | 10 | 1.1 | -9 | -9 | -5
16 | Cc1c(NC(=O)NCCN2C(=O)C3C4C=CC(C4)C3C2=O)c(=O)n(-c2ccccc2)n1C (centres undefined) | 28 | 1.1 | -12 | -5 | -10

# | PMI act hi M6P | PMI act | bIAP inhibitor | Diaph act CS | bIAP activator
9 | 0.9 | 0.9 | · | 0.9 | 0.5
10 | 1 | 1 | 10 | 0.9 | 0.9
11 | 0.9 | 0.9 | 11 | 0.8 | 0.9
12 | 1 | 0.9 | 2 | 0.8 | 1
13 | 1.1 | 1.1 | 10 | 0.9 | 0.9
14 | 1.1 | 1.2 | 8 | 1 | 0.9
15 | 1 | 0.9 | 8 | 0.9 | 0.9
16 | 0.9 | 1 | -3 | 0.7 | 1

Next part, overlapping the part above by 5 compounds.
# | mol | Diaph inh CS | TNAP act hi DEA | TNAP inh no acc | Lmaj promast | TNAP inh hi DEA
12 | O=C(NCC1CCCO1)c1ccc(/C=N/O)nc1 (centres undefined) | 17 | 1.1 | -12 | -1 | -5
13 | Cc1cc(NC(=O)CSc2ccc3nnc(-c4ccc(Cl)cc4)n3n2)no1 | 5 | 1 | -16 | 14 | -4
14 | CC(=O)N(CC1CCCO1)c1nnc(-c2ccccn2)s1 (centres undefined) | 2 | 1.1 | 0 | -1 | -10
15 | CCc1nnc(NC(=O)Cn2nc(-c3ccc(OC)c(OC)c3)ccc2=O)s1 | 10 | 1.1 | -9 | -9 | -5
16 | Cc1c(NC(=O)NCCN2C(=O)C3C4C=CC(C4)C3C2=O)c(=O)n(-c2ccccc2)n1C (centres undefined) | 28 | 1.1 | -12 | -5 | -10
17 | Cc1c(C(=O)Nc2nnc(C(F)(F)F)s2)oc2ccccc12 | 8 | 1 | -6 | · | 2
18 | Cc1cccc(Nc2nc(N)c([N+](=O)[O-])c(NCc3ccco3)n2)c1 | 32 | 1.1 | -1 | 28 | -8
19 | CC1(C)CC(=O)C2=C(C1)N(c1cccc(O)c1)C1=C(C2)C(=O)CC(C)(C)C1 | 13 | 1 | -6 | 38 | 0
20 | O=C(NCCc1ccccc1)C1CCN(C(=O)c2sccc2-n2cccc2)CC1 | 3 | 1.1 | 4 | -1 | -6
21 | CCn1c(O)c(N=NC(=O)C2C(=O)NCC2c2ccccc2)c2ccccc21 (centres undefined) | 12 | 0.9 | 2 | -4 | 7
22 | O=C(CSc1nnc2c(n1)[nH]c1ccccc12)Nc1ccc2c(c1)OCO2 | 12 | 1 | 1 | -3 | -5
23 | CCN(CC)S(=O)(=O)c1ccc(-c2nnc(SCC(=O)Nc3cc(OC)cc(OC)c3)o2)cc1 | 0 | 1 | -2 | -9 | -4
24 | Cc1ccc(-n2[nH]c(C)c(C=Nc3ccc(S(=O)(=O)Nc4nccs4)cc3)c2=O)cc1 | 13 | 1 | -28 | -4 | 2

# | PMI act hi M6P | PMI act | bIAP inhibitor | Diaph act CS | bIAP activator
12 | 1 | 0.9 | 2 | 0.8 | 1
13 | 1.1 | 1.1 | 10 | 0.9 | 0.9
14 | 1.1 | 1.2 | 8 | 1 | 0.9
15 | 1 | 0.9 | 8 | 0.9 | 0.9
16 | 0.9 | 1 | -3 | 0.7 | 1
17 | 1.1 | 1.1 | -3 | 0.9 | 1
18 | 0.8 | 0.8 | 4 | 0.7 | 1
19 | 1.9 | 1.4 | 13 | 0.9 | 0.9
20 | 1 | 1 | 1 | 1 | 1
21 | 1 | 0.9 | 15 | 0.9 | 0.8
22 | 1 | 1 | 10 | 0.9 | 0.9
23 | 1 | 1 | 14 | 1 | 0.9
24 | 1.1 | 1 | 4 | 0.9 | 1
